Screening results: PubChem, The Scripps Research Institute Molecular Screening Center
V1R ag counter: agonists of human V1a receptor, primary screen, counter-screen for OXTR agonist project, fluorescence, CHO-V1R cells; Vasopressin V1a receptor (Homo sapiens), P37288; Fluo-8 calcium fluorescence, agonist mode; 0% DMSO, 100% 3 nM vasopressin; activation, % at 3 µM; 320,000 tested, 0.25% active; AID 2797, 2010;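 active means activation above the mean activation of all tested compounds plus 3 SD, per screening run, cut at about 20% in these data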;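 further: signal is peak over basal fluorescence ratio across a 100 second FLIPR read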
CHO-K1 Ca antag: nonselective inhibitor or artifact in parental CHO-K1 cells; ATP-induced calcium, Fluo-8 fluorescence; inhibition, % at 3 µM; 360,000 tested, 0.6% active;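 active means inhibition above a per-plate cutoff, the plate's mean sample inhibition plus 3 SD, cut at about 24% in these data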;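 further: 0% = DMSO plus EC80 ATP and 100% = DMSO alone without ATP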
GPR7 antagonist: GPR7 receptor antagonists, primary screen, cell-based, fluorescence, single concentration | inhibition, % at 4.4 µM | AID 1861, 2009 | GPR7-expressing cells, fluorescence antagonist assay | Neuropeptides B/W receptor type 1 (Homo sapiens), P48145 | 290,000 tested, 1.1% active; in the data active means inhibition above about 16%, passing the limit was not always enough;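 further: cells stimulated with the agonist NPW; 0% = agonist with vehicle and 100% = vehicle without agonist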
TAAR1 antagonist: human TAAR1 antagonists, primary screen, Fluo-8 calcium fluorescence, CHO RD-HGA16 cells. inhibition, % at 3 µM. AID 624466, 2012. 360,000 tested, 1.5% active. antagonist. Trace amine-associated receptor 1 (Homo sapiens), Q96RJ0;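 active means inhibition above a per-plate cutoff, the mean inhibition of test compounds on that plate plus 3 SD, cut at about 49% in these data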;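 further: 0% = DMSO plus EC80 beta-PEA response and 100% = DMSO alone without agonist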
Target sequence (Q96RJ0 whole entry, looked up): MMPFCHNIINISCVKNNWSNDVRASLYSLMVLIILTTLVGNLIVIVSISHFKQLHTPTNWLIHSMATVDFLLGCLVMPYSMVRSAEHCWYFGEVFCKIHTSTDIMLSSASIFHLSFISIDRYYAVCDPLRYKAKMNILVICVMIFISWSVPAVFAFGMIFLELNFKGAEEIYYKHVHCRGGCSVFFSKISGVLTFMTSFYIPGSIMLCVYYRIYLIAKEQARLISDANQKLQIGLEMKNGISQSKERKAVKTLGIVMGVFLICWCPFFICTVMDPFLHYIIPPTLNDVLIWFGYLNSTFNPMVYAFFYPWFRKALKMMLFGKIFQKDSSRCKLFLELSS
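Test system – hTAAR1-expressing CHO RD-HGA16 cells, Gα16-coupled · Also added – β-PEA at EC80 concentration, post-compound challenge · Compound – 3 µM, single point · Incubation – dye loading 75 min at 37 °C, then 30 min room temperature · Measured by – Fluo-8 intracellular calcium dye fluorescence, real-time kinetic reads · Benchmarks – vehicle and agonist controls · Replicates – singlicate, one well per test compound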
OXTR potentiate: human OXTR potentiators, primary screen, fluorescence, CHO-OTR cells, Fluo-8 calcium. Fluo-8 calcium fluorescence, potentiator mode; 0% = oxytocin EC15, 100% = EC100. activation, % at 3 µM. 320,000 tested, 0.061% active. AID 2445, 2010;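 active means activation above that plate's cutoff, the mean activation of tested compounds plus 3 SD, cut at about 6.6% in these data, passing the limit was not always enough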;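 further: 100% uses oxytocin at 75 nM as the full agonist control; some results filed as inactive read as strong as hits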
Target sequence (P30559 whole entry, looked up): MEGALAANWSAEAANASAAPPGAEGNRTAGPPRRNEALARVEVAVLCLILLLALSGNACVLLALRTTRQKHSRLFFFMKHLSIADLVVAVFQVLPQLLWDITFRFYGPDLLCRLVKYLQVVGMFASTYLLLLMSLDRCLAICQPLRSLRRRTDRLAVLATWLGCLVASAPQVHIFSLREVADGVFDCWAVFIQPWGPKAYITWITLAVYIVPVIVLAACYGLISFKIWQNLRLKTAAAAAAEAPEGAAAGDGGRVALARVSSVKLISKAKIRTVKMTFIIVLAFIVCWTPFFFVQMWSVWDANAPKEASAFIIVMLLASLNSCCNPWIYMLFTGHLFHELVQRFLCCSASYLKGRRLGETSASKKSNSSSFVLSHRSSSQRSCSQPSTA
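Dosing: Single dose, 3.0 µM nominal final compound concentration | Material: Human OTR in CHO cells | Technique: Kinetic Fluo-8 calcium fluorescence | Benchmarks: EC15 oxytocin alone as 0%, 75 nM oxytocin as 100% | Probe or stimulus: Oxytocin at about EC15, sub-maximal agonist stimulus | Incubation: Compound 6 min at room temperature before oxytocin, 100 s read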
M1 PAM parental: nonselective calcium activators in parental CHO-K1 cells, primary screen, counter-screen for M1 PAM project, cell-based, Fluo-8 calcium fluorescence, full deck, 1536-well; activation, % at 3 µM; 360,000 tested, 0.02% active; ATP EC20; 0% at ATP EC20, 100% at ATP max;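 active means activation above the run cutoff, the mean activation of all test compounds plus 3 SD, cut at about 40% in these data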;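 further: peak over basal fluorescence ratio in a 140 s read after ATP addition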
OXTR agonist: human OXTR agonists, primary screen, fluorescence, CHO-OTR cells, Fluo-8 calcium. Fluo-8 calcium fluorescence; normalized: DMSO 0%, oxytocin 100%. activation, % at 3 µM. 320,000 tested, 0.32% active;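 active means activation above the mean of all tested compounds plus 3 SD, cutoff set per screening run, cut at about 20% in these data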;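 further: peak over basal fluorescence ratio from a 100 s FLIPR kinetic read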
CHO-K1 Ca ag: counter-screen for M1 agonists: effect in parental CHO-K1 cells. AID 602248, 2012. Fluo-8 calcium fluorescence; scaled to maximal ATP response, vehicle zero. activation, % at 3 µM. 360,000 tested, 0.48% active; in the data active means activation above about 15%;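 further: untransfected CHO-K1 host cells lacking M1 receptor as counterscreen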
CHO parental Ca: ATP-evoked calcium signal inhibitors, parental CHO, primary screen, counter-screen for OX1R antagonist project, cell-based, fluorescence, Fluo-8 calcium dye; parental CHO-K1, ATP-induced calcium, Fluo-8 fluorescence; inhibition, % at 5.6 µM; 330,000 tested, 0.63% active; AID 463079, 2010;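 active means inhibition above that plate's mean sample inhibition plus 3 SD, cut at about 26% in these data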;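 further: 0% = ATP-challenged DMSO wells and 100% = DMSO wells without ATP; some compounds past the cut are filed as inactive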
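test system = CHO parental line | reagent = ATP stimulus | measured by = intracellular calcium via Fluo-8 no-wash fluorescent dye | control set = ATP and no-ATP DMSO wells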
Active calls of the source: *; · = not tested or not shown.

SMILES	V1R ag counter	CHO-K1 Ca antag	GPR7 antagonist	TAAR1 antagonist	OXTR potentiate	M1 PAM parental	OXTR agonist	CHO-K1 Ca ag	CHO parental Ca
COc1cccc(C(=O)Nc2nc(-c3ccc4c(c3)OCO4)cs2)c1	-0.1	6	-11	-7	-8	6	-1.0	0.6	-17
CC(C)c1ccc(NC(=O)CCCN2C(=O)NC(C)(C)C2=O)cc1	0.1	-6	·	-6	-3	1	-0.4	0.2	-9
COCCSc1nnc(NC(=O)c2ccco2)s1	0.2	-2	-15	-10	-7	0	1.1	0.5	1
CCOC(=O)C1(C)CCN1C(=O)c1ccc(N(C)C)cc1 (stereo not drawn)	·	2	·	-12	·	20	·	-0.2	·
COc1cc(-c2noc(CCCC(=O)NCc3ccco3)n2)cc(OC)c1OC	-0.5	-7	-17	-7	3	-3	-0.9	0.8	-6
Cc1c(NC(=O)c2ccccc2N)cccc1C(=O)O	-0.1	-1	2	17	1	2	1.2	0.2	5
Cc1c(C(=O)N2CCCC2)oc2c1-c1nn(CC(=O)NCCCN3CCCCC3C)cc1CC2 (stereo not drawn)	0.7	-14	1	-16	-2	15	-0.8	0.7	-8
COc1cccc(CN2CCNC(=O)C2CC(=O)NCCn2cccn2)c1OC (stereo not drawn)	0.9	0	-2	7	5	16	-0.1	0.9	-1
COc1cccc(NC(=O)C2(C)CCN2Cc2ccc(SC)cc2)c1 (stereo not drawn)	·	3	·	-3	·	5	·	2.5	·
COC(=O)c1sccc1NC(=O)c1ccc(C#N)cc1	-0.4	3	-1	·	-3	2	-0.6	-0.5	-5
Cc1nc2c(OCc3ccc(F)c(F)c3)cccn2c1N(C)C(=O)CCC1CCCC1	·	-8	·	34	·	3	·	5.7	·
CCSc1cc(C)nc2c(-c3ccccc3)c(C)nn12	-1.7	-12	1	-2	-7	12	-1.0	-0.5	-24
Cc1cccc(OCCNC(=O)CSc2ccc(C(F)(F)F)cc2[N+](=O)[O-])c1	0.2	-8	-6	-33	-6	23	-1.6	1.8	-23
CCOc1ccccc1C(=O)N[C@H](C(=O)OCc1csc(CC(=O)Nc2ccc(C)cc2)n1)C(C)C	-0.6	-8	·	44	-8	-3	-0.1	0.1	-11
Cc1ccccc1NC(=O)OCc1cccnc1Oc1ccc(Cl)cc1	1.1	21	-8	-12	-10	-15	-1.1	-1.0	-13
Cc1ccc(NS(=O)(=O)c2ccc3[nH]c(=O)oc3c2)cc1Cl	3.9	-15	·	1	-9	11	5.2	4.7	-5
COC(=O)c1ccc(C(=O)OC)c(NC(=O)c2cnc3n(c2=O)CCS3)c1	-0.2	-10	5	4	4	25	0.4	-0.2	-1
CCOC(=O)c1[nH]c(C)c(C(=O)NCCN2CCOCC2)c1C	-0.2	-1	-11	-10	-5	20	1.7	0.6	1
Nc1ccc2nn(-c3cccc4ccccc34)nc2c1	-1.5	-14	-10	-2	-13	20	-2.3	0.1	6
COc1ccc(S(=O)(=O)N2CCC(C(=O)Nc3cccc(C(C)=O)c3)CC2)cc1	4.2	8	6	3	-16	-6	3.0	0.8	-22
O=C(NCc1ccccc1Cl)c1cc(=O)[nH]c2ccccc12	0.1	-9	-9	1	-6	-12	0.4	-0.2	-28
CCN(C(=S)Nc1cccc2ccccc12)c1ccccc1	·	13	·	2	·	-14	·	0.2	·
CC(C)(C)NC(=O)C1c2ccccc2Oc2ccccc21	-0.4	-5	-14	-5	0	-6	-1.1	-0.3	-8
COc1ccc(C2Nc3ccccc3C(=O)N2NC(C)=O)cc1OC (stereo not drawn)	0.5	-6	-10	-2	-17	12	1.1	0.0	7
Cc1ccc(-c2nc3ccccc3s2)cc1S(=O)(=O)N1CCCC1	0.1	-4	-1	·	-5	21	-0.8	5.7	7
COc1ccc(NC(=O)C2C3CCC(C3)C2C(=O)O)cc1OC (stereo not drawn)	0.6	-6	-9	-3	-8	15	0.1	0.3	-17
CCOc1ccccc1NC(=O)C1CCC(CNc2c(N3CCOCC3)c(=O)c2=O)CC1 (stereo not drawn)	-0.1	-1	-19	-26	0	14	0.7	0.2	0
N#Cc1ccc(NN=Nc2ccccc2C#N)cc1	·	-6	·	9	·	-2	·	0.9	·
CCCC(C(=O)NC1CCCC1)N(CC1CCCO1)C(=O)c1snc(C(N)=O)c1N (stereo not drawn)	-0.9	3	-14	-3	-5	-8	-0.2	0.1	-16
CCN1CCN(c2ccc(S(=O)(=O)N3CCOCC3)cc2NC(=O)C(C)Oc2cccc(Cl)c2)CC1 (stereo not drawn)	-0.8	-8	·	-19	0	-15	2.1	0.8	-22

Two compounds drawn at random from the list so far:
SMILES	V1R ag counter	CHO-K1 Ca antag	GPR7 antagonist	TAAR1 antagonist	OXTR potentiate	M1 PAM parental	OXTR agonist	CHO-K1 Ca ag	CHO parental Ca
COC(=O)c1ccc(C(=O)OC)c(NC(=O)c2cnc3n(c2=O)CCS3)c1	-0.2	-10	5	4	4	25	0.4	-0.2	-1
Cc1ccc(-c2nc3ccccc3s2)cc1S(=O)(=O)N1CCCC1	0.1	-4	-1	·	-5	21	-0.8	5.7	7

The list continues.
SMILES	V1R ag counter	CHO-K1 Ca antag	GPR7 antagonist	TAAR1 antagonist	OXTR potentiate	M1 PAM parental	OXTR agonist	CHO-K1 Ca ag	CHO parental Ca
COc1ccccc1OCC(=O)Nc1c2c(nn1-c1ccc(C)cc1)CS(=O)(=O)C2	-0.5	3	·	7	-2	-1	0.4	1.1	6
COC(=O)c1ccccc1NC(=O)c1ccc(COc2cccc3ccccc23)o1	-0.9	-4	-7	19	-1	21	1.3	0.1	-28
c1csc(C(c2nnnn2C2CCCCC2)N2CCCC3(CCCCC3)C2)c1 (stereo not drawn)	-0.6	10	-4	-3	-19	-12	-0.9	-0.2	-3
CC1CCC(N2CCNCC2)CC1 (stereo not drawn)	0.6	-11	-4	2	-20	16	-0.4	0.7	-3
O=C(CN1C(=O)c2cccnc2Oc2ccc(Cl)cc21)NC1CCCC1	0.4	-20	-11	-23	-2	-5	0.2	3.5	-19
Cc1ccc(NC(=O)CN(C)C(=O)CCOc2cccc(C)c2)cc1	1.2	8	-5	-15	-1	-11	-0.8	0.3	1
CCOC(=O)N1CCN(C(=O)C2CCN(S(=O)(=O)c3ccccc3)CC2)CC1	0.4	-5	3	-12	-18	11	2.1	0.3	-7
CC(C)NC(=O)CCNC(=O)c1ccc(F)cc1	-0.2	-7	-12	-3	-9	16	1.1	0.4	-9
Cc1cccc(N=C2NC(=O)c3cc([N+](=O)[O-])ccc32)c1	0.7	-5	-4	13	-10	23	-0.5	0.6	-6
CCOC(=O)/C=c1\sc2n(c1=O)CCN=2	3.2	-9	-8	16	-7	12	-0.2	0.6	-3
Cc1ccc(NC(=O)CCC(=O)OC(C)C(=O)c2ccccc2)cc1 (stereo not drawn)	-0.2	-1	-5	18	0	-5	0.0	0.5	-12
CCOC(=O)C1=C(C)NC(=O)C(C(N)=O)C12CCCC2 (stereo not drawn)	-0.5	-5	-6	13	1	3	0.2	0.0	-7
CC(C)Nc1nc(N)c(C(=O)C23CC4CC(CC(C4)C2)C3)s1	1.1	-4	-22	-68	-18	4	-2.6	2.4	-26
C=CCn1c(N)c(C(=O)OCCC)c2nc3ccccc3nc21	-1.7	-6	9	1	-2	18	-2.5	0.0	-24
O=S(=O)(Nc1ccc(-n2cccc2)cc1)c1ccc(Cl)c(Cl)c1	-0.5	-13	-7	-17	-13	14	-2.4	0.8	21

Already shown: two of the compounds above.
SMILES	V1R ag counter	CHO-K1 Ca antag	GPR7 antagonist	TAAR1 antagonist	OXTR potentiate	M1 PAM parental	OXTR agonist	CHO-K1 Ca ag	CHO parental Ca
C=CCn1c(N)c(C(=O)OCCC)c2nc3ccccc3nc21	-1.7	-6	9	1	-2	18	-2.5	0.0	-24
O=S(=O)(Nc1ccc(-n2cccc2)cc1)c1ccc(Cl)c(Cl)c1	-0.5	-13	-7	-17	-13	14	-2.4	0.8	21

Going on with the list:
SMILES	V1R ag counter	CHO-K1 Ca antag	GPR7 antagonist	TAAR1 antagonist	OXTR potentiate	M1 PAM parental	OXTR agonist	CHO-K1 Ca ag	CHO parental Ca
CCN(C(=O)COc1ccc(C(=O)c2ccccc2)cc1)c1ccccc1	5.9	-6	0	5	-9	5	3.5	7.8	-27
CCOC(=O)c1c(NC(=O)C2c3ccccc3Oc3ccccc32)sc(C(N)=O)c1C	2.7	-2	-5	-19	-3	16	4.1	0.1	-15
CC1=C(/C=C/C(C)=C/C=C/C(C)=C/CO)C(C)(C)CCC1	0.4	5	·	-16	1	10	0.6	5.4	-20
O=C(NCc1ccccc1)c1ccc(CS(=O)(=O)Cc2ccccc2F)o1	2.7	-4	-2	-2	-16	-12	0.1	3.4	-16
NC(c1csc(NC(=O)Nc2cccc(Cl)c2)n1)c1ccccc1Cl (stereo not drawn)	·	-4	·	34	·	1	·	2.3	·
COc1cc(/C=C(/C#N)c2nc3ccccc3[nH]2)ccc1Oc1ncccc1[N+](=O)[O-]	3.1	-3	-13	22	-11	-2	6.2	0.9	-15

Entries of single compounds, looked up by structure. Values in the order: V1R ag counter, CHO-K1 Ca antag, GPR7 antagonist, TAAR1 antagonist, OXTR potentiate, M1 PAM parental, OXTR agonist, CHO-K1 Ca ag, CHO parental Ca
CCOC(=O)c1c(NC(=O)C2c3ccccc3Oc3ccccc32)sc(C(N)=O)c1C is listed as 2.7, -2, -5, -19, -3, 16, 4.1, 0.1, -15
CC1=C(/C=C/C(C)=C/C=C/C(C)=C/CO)C(C)(C)CCC1 is listed as 0.4, 5, ·, -16, 1, 10, 0.6, 5.4, -20
